Screening data from PubChem.
D2 potentiator – D2 dopamine receptor (human) potentiation | HEK293 T-REx D2, calcium flux, EC20 dopamine potentiation | potentiation, % at 10 µM | 340,000 tested, 0.34% active | AID 485347;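 active = potentiation over 3 SD above the plate norm, cut at about 30% in these data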; also: 0% is about no effect
Target sequence (P14416 whole entry, looked up): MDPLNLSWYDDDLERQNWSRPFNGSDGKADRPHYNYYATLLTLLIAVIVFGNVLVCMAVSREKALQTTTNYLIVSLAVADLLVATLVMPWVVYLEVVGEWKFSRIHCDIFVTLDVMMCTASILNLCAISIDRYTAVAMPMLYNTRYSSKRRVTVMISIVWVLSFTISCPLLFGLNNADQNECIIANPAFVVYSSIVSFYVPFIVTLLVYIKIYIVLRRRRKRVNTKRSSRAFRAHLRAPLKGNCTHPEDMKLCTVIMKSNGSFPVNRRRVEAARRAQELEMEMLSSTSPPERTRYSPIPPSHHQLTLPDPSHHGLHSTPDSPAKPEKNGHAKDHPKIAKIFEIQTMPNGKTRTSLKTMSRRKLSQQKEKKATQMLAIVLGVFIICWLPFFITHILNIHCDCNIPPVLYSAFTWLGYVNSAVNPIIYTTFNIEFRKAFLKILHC
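Using a no-wash calcium dye in inducible, force-coupled HEK293 Trex cells expressing D2, we tracked fluorescence each second for 180 s after compound, then for 180 s after EC20 dopamine to detect augmented signalling.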
RXFP1 agonist – RXFP1 (human) receptor agonism. AID 2676. HEK293T-RXFP1 cAMP TR-FRET, 30 min; response scale: percent of porcine relaxin response, buffer zero. 370,000 tested, 0.3% active. Q9HBX9. Potency, µM (top dose mostly 57.5 µM), for the others: top-dose activation, usual class: activators; also: potency is read from the fitted curve at half-maximal effect; % is scaled to controls: 0 for no effect and ±100 for the full control effect; nearly all actives have a fitted effect of over 60% in size; many of its hits are not listed in these tables
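cAMP rise read by TR-FRET after 30 min, 37C compound exposure (up to 58 uM) in RXFP1-transfected HEK293 cells with Ro 20174 present. EC50 from Hill-equation fits, with 29 nM porcine relaxin as 100% and buffer as basal.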
Vif-APOBEC3G blk – blocks the Vif interaction with human APOBEC3G. Q9HC16. HeLa A3G-eYFP + Vif (tagged APOBEC3G with the HIV-1 protein that degrades it), YFP fluorescence, overnight. Potency, µM (doses to about 46.1 µM), for inactives: top-dose activity, negative = active, usual class: inhibitors. 410,000 tested, 0.076% active. AID 602310;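 also: potency is read from the fitted curve at half-maximal effect; % is scaled to controls: 0 for no effect and ±100 for the full control effect; nearly all actives have a fitted effect of over 60% in size; hits raise eYFP signal because A3G escapes Vif-driven loss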
Target sequence (Q9HC16 whole entry, looked up): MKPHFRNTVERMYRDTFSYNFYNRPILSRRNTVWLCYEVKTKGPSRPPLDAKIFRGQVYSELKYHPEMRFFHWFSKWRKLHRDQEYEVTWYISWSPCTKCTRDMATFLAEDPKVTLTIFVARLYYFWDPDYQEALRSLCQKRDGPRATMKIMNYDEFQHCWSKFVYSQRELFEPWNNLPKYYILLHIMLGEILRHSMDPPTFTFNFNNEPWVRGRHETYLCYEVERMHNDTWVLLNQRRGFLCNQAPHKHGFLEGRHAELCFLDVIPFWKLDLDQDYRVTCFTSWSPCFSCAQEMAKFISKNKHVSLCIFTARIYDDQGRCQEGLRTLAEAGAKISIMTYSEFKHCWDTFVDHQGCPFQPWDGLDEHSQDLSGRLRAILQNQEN
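Read-out is eYFP fluorescence (Ex 488/Em 500-530) from Vif-expressing HeLa A3G-eYFP cells; more signal means A3G escaped Vif-mediated degradation. Cells plated overnight, compound pinned in, incubated overnight at 37 deg C.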
GRP78 ERSR act – induces the endoplasmic reticulum stress response in human glioma cells; U87-MG GRP78 promoter luciferase reporter, 16 h; Potency, µM, without a hit: at the highest dose activation, most hits filed as activators; 420,000 tested, 0.02% active; AID 602332; also: potency is read from the fitted curve at half-maximal effect; series mostly up to about 76 µM; % of control where 0% means no effect; nearly all actives have a fitted effect of over 35% in size
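Stably transfected U87-MG human glioma cells carrying a GRP78-based luminescent sensor were seeded at 1000 cells/well, pin-dosed with compounds and incubated 16 h. Luciferase reagent was then added, and end-point luminescence was read after 10 min at room temperature.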
D1 PAM – enhances dopamine response at the human D1 receptor; potentiation, % at 10 µM; HEK293 TREx D1 cells, calcium flux, dopamine EC20 potentiation; 360,000 tested, 0.036% active; P21728; in the data active = potentiation above about 30%; also: 0% is about no effect
D1 antagonist – blocks dopamine activation of the human D1 receptor; P21728; HEK293 TREx D1 cells, calcium flux, dopamine EC80; hits give low values; activity change, negative = inhibition, % at 10 µM; 360,000 tested, 3.2% active; in the data active = activity change below about -30%; also: % is scaled to controls: 0 for no effect and ±100 for the full control effect
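HEK293 T-REx cells expressing inducible, force-coupled D1 receptor; no-wash Ca dye, 30–90 min RT. Cmpd → 180 s read at 1 Hz → EC80 DA → 180 s read.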
LDHA block – LDHA (human) enzyme inhibition; P00338; purified LDHA, NADH/diaphorase-resazurin fluorescence; hits give low values; activity change, % (values are at about 110 or 230 µM); 480,000 tested, 0.15% active; AID 1347041; in the data active = activity change below about -30%; inconclusive = mostly about -25% to -30%;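 also: plate controls were DMSO wells for no effect and wells without enzyme for full effect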
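LDH5 2 nM; NADH 0.06 mM, pyruvate 0.2 mM; 200 mM Tris pH 7.4, EDTA, Tween-20; 5 min RT. Detection: diaphorase 0.133 mg/mL + resazurin 37 µM, fluorescence ex540/em590 at 0 and 20 min; normalized to enzyme-free and DMSO wells.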
D1 agonist – activates the human D1 dopamine receptor; P21728; HEK293 T-REx D1 cells, calcium flux, agonist mode; activation, % at 2 µM; 360,000 tested, 1% active; AID 504660; in the data active = activation above about 30%; also: 0% is about no effect
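Tetracycline-induced HEK293 TREx D1 cells, force-coupled to calcium signalling, were dye-loaded with a no-wash calcium kit. Compound was pin-added after a 10 s baseline. Fluorescence was read kinetically at 1 cycle/s for 180 s, with calcium rises flagged as agonism.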
Vif-APOBEC3F blk – inhibitors of Vif-A3F interaction; HeLa A3F-eYFP + Vif (tagged APOBEC3F with the HIV-1 protein that degrades it), YFP fluorescence increase; Potency, µM (titrated, usually from 46.1 µM), without a hit: at the highest dose activity, negative = active; 390,000 tested, 0.2% active; also: potency is read from the fitted curve at half-maximal effect; % of control where 0% means no effect; nearly all actives have a fitted effect of over 65% in size
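HeLa cells stably expressing A3F-eYFP plus Vif, plated and incubated overnight at 37 deg C, then exposed to compounds overnight at 37 deg C. Blocked degradation read as raised yellow fluorescence (Ex 488/Em 500-530).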
The depositor's hits bear a star; ? = inconclusive; . = no result given. Unless noted, calls follow the shape of the dose curve; as a rule, active = well fitted curve in the direction sought with a large enough effect; inconclusive = small, poorly fitted or top-dose-only effect, or another doubt; inactive = no such curve, though single readings can be large; an effect the other way counts as inactive or inconclusive. The list is partial. The share of hits here may be higher or lower than overall.

SMILES	D2 potentiator	RXFP1 agonist	Vif-APOBEC3G blk	GRP78 ERSR act	D1 PAM	D1 antagonist	LDHA block	D1 agonist	Vif-APOBEC3F blk
CC(=O)c1cccc(NC(=O)N2CCCC2C(=O)Nc2cccc(C)c2C)c1 (centres undefined)	5	0.2%	-9%	-1%	0	4	-3	2	-10%
COc1ccc(C(OCC(O)CNC(C)c2ccccc2)c2ccc(OC)cc2)cc1 (centres undefined)	-10	-5.6%	8%	-5%	2	-23	-3	25	-1%
O=C(NCc1ccc2c(c1)OCO2)C1CCCN1C(=O)Nc1cccc(Cl)c1 (centres undefined)	-11	3.8%	-1%	-9%	-7	-12	-11	1	-2%
COc1ccc(Nc2oc(-c3cccs3)nc2C#N)cc1	11	0.0%	-7%	6%	-10	-43*	-2	2	2%
O=C(N/N=C/c1cn(Cc2ccccc2)c2ccccc12)c1cccnc1	27	-0.2%	13%	-1%	-3	-21	0	11	-33%
O=[N+]([O-])c1ccccc1Nc1ccccc1[N+](=O)[O-]	.	.	0%	-5%	.	.	-2	.	15%
CCn1cc(/C=C(\NC(=O)c2ccccc2Cl)C(=O)N2CCN(C)CC2)c2ccccc21	16	0.6%	6%	-3%	0	-12	1	1	-1%
COC(=O)c1[nH]c2ccccc2c1NC(=O)CCN1CCSCC1	-8	0.1%	-5%	-4%	-2	-5	-6	3	-12%
C[C@]12CCC(O)CC1CCC1C2CC[C@]2(C)C(c3cc(C(F)(F)F)n[nH]3)CCC12 (some centres undefined)	11	0.0%	-4%	-3%	-7	-5	2	43*	-2%
Cc1ccc(OCC(=O)N2N=C(c3ccncc3)CC2(O)C(F)(F)F)cc1C (centres undefined)	3	4.7%	?	0%	-7	-25	-5	1	-12%
COc1ccc(-c2csc(Nc3ccc(C)cn3)n2)cc1	-2	-1.2%	-1%	5%	-2	-1	-8	3	-14%
CCC(=O)N1CCc2cc(S(=O)(=O)CCC(=O)NCc3cccs3)ccc21	.	-0.7%	-8%	-2%	.	.	-4	.	0%
CSCCC(NS(=O)(=O)c1ccc(Cl)cc1)C(=O)OCC(=O)c1c(C)[nH]c2ccccc12 (centres undefined)	5	0.1%	-8%	-13%	-3	7	0	24	-29%
CCc1nc2ccc(C(=O)N3CCN(c4cc(Cl)ccc4C)CC3)cc2nc1CC	8	3.9%	-5%	1%	-1	4	-4	6	0%
CCN(Cc1ccccc1)C1CCN(Cc2ccccc2)CC1	-22	3.6%	-6%	-2%	-5	7	1	5	2%
COc1cc(C(CC(=O)NCCC(C)C)N2Cc3ccccc3C2=O)cc(OC)c1OC (centres undefined)	0	5.0%	0%	-3%	0	-5	-3	1	0%
Cc1ccc(C)c(NC(=O)c2ccc3c(c2)CCCN3S(C)(=O)=O)c1	0	1.9%	4%	-1%	2	0	1	-1	-6%
Cc1sc2ccccc2c1CNC[C@H]1O[C@@H](n2ccc(N)nc2=O)[C@H](O)[C@@H]1O	.	.	-2%	-6%	.	.	-15	.	-14%
CCCCCC(=O)N1C[C@@H](n2cc(C3CC3)nn2)[C@H](O)C[C@@H]1c1ccc(C)cc1	.	.	-1%	-5%	.	.	-32*	.	-11%
CC(C)Cc1ccc(C(C)C(=O)Nc2cccnc2)cc1 (centres undefined)	-16	0.4%	1%	5%	-5	-51*	1	75*	4%
O=c1[nH]c(C2CCN(S(=O)(=O)c3ccc(S(=O)(=O)NC4CC4)cc3)CC2)nc2c1nnn2Cc1ccc(F)cc1	-16	1.7%	1%	-1%	-6	-21	0	6	2%
CC1CCCN(C(=O)c2ccc(CNc3c(N4CCCCC4)c(=O)c3=O)cc2)C1 (centres undefined)	13	0.9%	1%	-2%	1	3	1	3	3%
Cc1ccc2c(C)c(C(=O)N3CCC(N4CCC(C(=O)NC5CC5)CC4)CC3)oc2c1	-1	-2.3%	-1%	1%	1	4	-8	3	-3%
CCOC(=O)c1c(-c2ccccc2)oc2ccc(OC)cc12	10	2.9%	-5%	-1%	-3	6	-1	6	-2%
O=C1CCC(C(=O)Nc2cccc(Oc3ccccc3)c2)=NN1	-3	1.7%	-2%	4%	-4	-12	-2	3	-1%
O=C(O)COc1ccc(NC(=O)c2cccs2)cc1	.	.	-1%	-3%	.	.	-6	.	-2%

By substructure: the entries above with a halogen.
SMILES	D2 potentiator	RXFP1 agonist	Vif-APOBEC3G blk	GRP78 ERSR act	D1 PAM	D1 antagonist	LDHA block	D1 agonist	Vif-APOBEC3F blk
O=C(NCc1ccc2c(c1)OCO2)C1CCCN1C(=O)Nc1cccc(Cl)c1 (centres undefined)	-11	3.8%	-1%	-9%	-7	-12	-11	1	-2%
CCn1cc(/C=C(\NC(=O)c2ccccc2Cl)C(=O)N2CCN(C)CC2)c2ccccc21	16	0.6%	6%	-3%	0	-12	1	1	-1%
C[C@]12CCC(O)CC1CCC1C2CC[C@]2(C)C(c3cc(C(F)(F)F)n[nH]3)CCC12 (some centres undefined)	11	0.0%	-4%	-3%	-7	-5	2	43*	-2%
Cc1ccc(OCC(=O)N2N=C(c3ccncc3)CC2(O)C(F)(F)F)cc1C (centres undefined)	3	4.7%	?	0%	-7	-25	-5	1	-12%
CSCCC(NS(=O)(=O)c1ccc(Cl)cc1)C(=O)OCC(=O)c1c(C)[nH]c2ccccc12 (centres undefined)	5	0.1%	-8%	-13%	-3	7	0	24	-29%
CCc1nc2ccc(C(=O)N3CCN(c4cc(Cl)ccc4C)CC3)cc2nc1CC	8	3.9%	-5%	1%	-1	4	-4	6	0%
O=c1[nH]c(C2CCN(S(=O)(=O)c3ccc(S(=O)(=O)NC4CC4)cc3)CC2)nc2c1nnn2Cc1ccc(F)cc1	-16	1.7%	1%	-1%	-6	-21	0	6	2%

Profiles from above. Values in the order: D2 potentiator, RXFP1 agonist, Vif-APOBEC3G blk, GRP78 ERSR act, D1 PAM, D1 antagonist, LDHA block, D1 agonist, Vif-APOBEC3F blk
Record of `Cc1ccc2c(C)c(C(=O)N3CCC(N4CCC(C(=O)NC5CC5)CC4)CC3)oc2c1` → -1, -2.3%, -1%, 1%, 1, 4, -8, 3, -3%
Record of `CC1CCCN(C(=O)c2ccc(CNc3c(N4CCCCC4)c(=O)c3=O)cc2)C1` (centres undefined) → 13, 0.9%, 1%, -2%, 1, 3, 1, 3, 3%
